High-throughput results as filed in PubChem BioAssay.
proCasp3 act: activates human procaspase-3; P42574; recombinant procaspase-3 D3A, Ac-DEVD-pNA absorbance 405 nm; activation, % at 8.5 µM; 330,000 compounds, 0.11% hits;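 active = activation above the mean of all tested compounds plus 3 SD, cut at about 21% in these data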;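 note: 0% = DMSO alone and 100% = DMSO wells spiked with extra 5 µM PC-3 D3A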
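Assay system: Procaspase-3 D3A mutant, all three cleavage aspartates alanine. Buffer or medium: Zinc-free HEPES saline buffer with Triton X-100. Times: 1 h compound preincubation, 2 h substrate hydrolysis at 25 °C. Measured by: 405 nm absorbance of p-nitroaniline, reads at 0 and 120 min. Read-out basis: percent activation relative to control range. Replicates: singlicate.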
GASC-1 inh: human JMJD2C demethylase inhibition. Q9H3R0. GST-JMJD2C(1-420) H3K9me3 demethylation, DELFIA europium. inhibition, % at 2.35 µM. 330,000 compounds, 0.069% hits. AID 2099;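 active = more than half of a compound's replicate wells show inhibition beyond 50%, single wells judged on their own value; inconclusive = some, but no more than half, of replicates pass 50% inhibition; inactive = no replicate passes 50% inhibition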;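 note: signal counts dimethyl H3K9 product captured on neutravidin plate; 0% = median of DMSO wells and 100% = 0.3 times that DMSO median; strong numbers were not always called active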
PP1 inh: counter-screen for PP5 inhibitors: inhibitors of human PP1-alpha. P62136. purified PP1alpha, OMFP fluorescence. inhibition, % at 6.7 µM. 320,000 compounds, 0.9% hits. AID 2235;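 active = inhibition above the mean inhibition of all tested compounds plus 3 SD, computed separately for each screening campaign, cut at about 15% in these data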
Target sequence (P62136 whole entry, looked up): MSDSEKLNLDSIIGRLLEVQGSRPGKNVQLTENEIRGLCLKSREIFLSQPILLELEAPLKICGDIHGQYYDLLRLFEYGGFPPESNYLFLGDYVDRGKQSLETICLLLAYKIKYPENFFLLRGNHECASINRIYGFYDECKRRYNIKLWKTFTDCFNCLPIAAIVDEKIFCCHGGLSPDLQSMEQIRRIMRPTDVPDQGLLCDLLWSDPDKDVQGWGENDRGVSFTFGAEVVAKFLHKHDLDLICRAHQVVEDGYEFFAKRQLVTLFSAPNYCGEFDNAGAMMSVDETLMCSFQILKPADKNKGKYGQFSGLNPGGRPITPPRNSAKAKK
PP5 primary: PP5 (human) phosphatase inhibition. P53041. purified PP5c, OMFP substrate fluorescence. inhibition, % at 6.7 µM. 320,000 compounds, 0.18% hits;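 active = inhibition above the campaign's mean inhibition across all tested compounds plus 3 SD, cut at about 9.5% in these data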;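 note: 0% = DMSO only and 100% = 100 µM cantharidin control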
Target sequence (P53041 whole entry, looked up): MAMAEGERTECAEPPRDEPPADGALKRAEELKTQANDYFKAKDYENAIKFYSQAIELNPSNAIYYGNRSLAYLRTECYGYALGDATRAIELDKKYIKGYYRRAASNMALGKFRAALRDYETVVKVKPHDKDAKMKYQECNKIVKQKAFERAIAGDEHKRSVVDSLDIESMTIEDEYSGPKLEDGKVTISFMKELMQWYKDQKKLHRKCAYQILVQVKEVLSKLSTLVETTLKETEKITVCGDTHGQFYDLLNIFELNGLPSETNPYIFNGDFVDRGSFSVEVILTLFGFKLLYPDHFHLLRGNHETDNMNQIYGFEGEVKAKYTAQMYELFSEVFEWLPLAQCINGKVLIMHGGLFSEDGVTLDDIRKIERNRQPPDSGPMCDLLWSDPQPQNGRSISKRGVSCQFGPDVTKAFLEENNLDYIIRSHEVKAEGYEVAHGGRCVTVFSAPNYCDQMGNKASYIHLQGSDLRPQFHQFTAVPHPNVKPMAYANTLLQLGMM
TPT1 inh: C. albicans TPT1 enzyme inhibition | AID 1962 | inhibition, % at 5 µM | recombinant caTPT1, FP RNA substrate dephosphorylation | 300,000 compounds, 0.81% hits;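 active = inhibition above the mean of all tested compounds plus 3 SD, set per screening campaign, cut at about 24% in these data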;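 note: plate controls were DMSO alone for no effect and ferristatin control at 100 nM for full effect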
HCV core dimer: blocks dimerization of HCV core protein. TR-FRET GST/Flag-core106 dimerization, 1536-well. inhibition, % at 5 µM. 300,000 compounds, 0.33% hits. AID 1899;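 active = inhibition above the mean of all tested compounds plus 3 SD, set per screening campaign, cut at about 45% in these data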
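assay system = GST-tagged and Flag-tagged HCV core protein residues 1-106 | controls = unlabelled core106 and no-GST-core106 wells | incubation = compound-protein-antibody incubation 4 h at 22.5 °C | probe or stimulus = Eu donor and XL665 acceptor anti-tag antibodies | read-out = % inhibition based on acceptor/donor emission ratio | signal = TR-FRET 671 and 617 nm emission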
procasp7 counter: activates human procaspase-7, counter-screen for procaspase-3 activators; recombinant procaspase-7, Ac-DEVD-pNA absorbance 405 nm; D23A/D198A/D206A triple mutant, cannot self-cleave; scale: DMSO 0, 5 µM enzyme 100; P55210; 330,000 compounds, 0.093% hits; activation, % at 8.5 µM;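 active = percent activation above the screen-wide mean plus 3 SD, cut at about 25% in these data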
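System: Uncleavable procaspase-7 mutant enzyme; Amount: 2 µM procaspase-7 mutant as dispensed; Schedule: 1 h compound preincubation, 2 h substrate cleavage, 25 °C; Measured by: 405 nm absorbance of p-nitroaniline; Evaluation: percent activation from buffer-corrected 0–120 min absorbance change; Control set: low DMSO alone, high DMSO plus 5 µM PC-7.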
CTSL1 counter: counter-screen for PFM18AAP inhibitors: inhibitors of F. hepatica cathepsin L1; recombinant F. hepatica cathepsin L1, Z-Leu-Arg-MCA fluorescence; inhibition, % at 5.96 µM; 300,000 compounds, 0.49% hits; AID 1906;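 active = inhibition above the mean of all tested compounds plus 3 SD, set per screening campaign, cut at about 17% in these data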;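 note: 0% = plate median of test compound wells and 100% = 1 µM Z-Phe-Ala-diazomethylketone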
Efflux pump mplx: blocks antifungal efflux pumps in multiplex yeast assay; S. cerevisiae Candida pump triplex, Nile Red efflux; inhibition, % at 10 µM; 330,000 compounds, 0.44% hits; AID 485275;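 active = plate passing quality check with inhibition over a set limit, or well fluorescence over plate mean plus 4 SD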;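 note: Nile Red retained in pooled yeast measured as flow cytometry median fluorescence; 0% = buffer negative control and 100% = Enniatin B positive control; higher means more Nile Red kept so more efflux inhibition; some compounds called inactive have numbers as strong as hits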
An asterisk follows results filed as active; ? = inconclusive; / = not tested or not shown.

SMILES | proCasp3 act | GASC-1 inh | PP1 inh | PP5 primary | TPT1 inh | HCV core dimer | procasp7 counter | CTSL1 counter | Efflux pump mplx
Fc1cccc(Cl)c1Cn1nnc2c(N3CCC4(CC3)OCCO4)ncnc21 | -6 | ? | 0 | -1.1 | -2 | -1 | 4 | 2 | 0.0
CC1CN(C(=O)CCC(=O)NCCc2ccccc2)c2ccccc2O1 (stereo not given) | 10 | -4 | -6 | -0.2 | 0 | 6 | 1 | 0 | 0.0
CN(C)CCN(C(=O)C1CCN(S(=O)(=O)c2cccs2)CC1)c1nc2ccc(F)cc2s1 | 2 | 1 | -3 | 1.1 | -2 | -3 | 2 | -4 | -0.1
Cc1ccc(-c2nnn(CC(=O)N(CC(=O)NC3CCCC3)c3cccc(F)c3)n2)o1 | -2 | 7 | -1 | -0.8 | -3 | -1 | 8 | -4 | -0.3
CN(C)Cc1c(O)ccc2c(=O)c(-c3ccccc3)c(C(F)(F)F)oc12 | 5 | -5 | -1 | 3.1 | -3 | 3 | -3 | -2 | 0.1
COc1ccc(OC)c(N(CC(=O)Nc2ccccc2)S(C)(=O)=O)c1 | 5 | 9 | 2 | 2.4 | 0 | 8 | 10 | 1 | 0.1
O=C(C1=C[C@@H](c2ccc(Br)cc2)C[C@@H](OCCCCO)O1)N1CCN(Cc2ccc3c(c2)OCO3)CC1 | 4 | 1 | 2 | 5.5 | -1 | 11 | 7 | 3 | /
CN1CCN(CCCNC(=S)Nc2ccc(F)c(Cl)c2)CC1 | 6 | -4 | -3 | 0.6 | 0 | -4 | 9 | 6 | 0.0
CC(C)(C)N(NC(=O)Nc1ccc(Cl)c(Cl)c1)C(=O)c1ccccc1 | 3 | -3 | 9 | -4.4 | -1 | 0 | -1 | 12 | 0.0
COc1ccc(/C=C/C(=O)NNc2c(F)c(F)cc(F)c2F)cc1OC | 3 | 5 | -2 | -2.1 | -3 | 6 | 10 | 3 | -0.1
CCOC(=O)N1CCN(C(=O)CSc2nc3c(cnn3-c3ccc(Cl)cc3)c(=O)[nH]2)CC1 | 6 | -4 | -5 | -0.8 | -1 | 1 | 3 | 3 | 0.0
CC(Oc1ccc(Cl)cc1Cl)c1ccnc2nc(N3CCOCC3)nn12 (stereo not given) | 1 | -2 | -1 | 1.9 | 1 | 4 | 8 | 5 | 0.0
CCOC(=O)N1CCN(C(=O)c2ccc3nc4cc(Cl)ccc4c(=O)n3c2)CC1 | 12 | -6 | -7 | 2.9 | 3 | -1 | -3 | 1 | 0.2
COC(=O)c1c(C)[nH]c(C(=O)C(C)Sc2nnc(-c3cc(OC)c(OC)c(OC)c3)o2)c1C (stereo not given) | -14 | 12 | -4 | -0.4 | -6 | -1 | -3 | -1 | 0.2
C=CCc1c(C)nc(SCC(N)=O)[nH]c1=O | -2 | -3 | -3 | -3.1 | 14 | 2 | 7 | -3 | -0.2
CCCSc1nc(=S)n(Cc2ccccc2)c(C)c1C(C)=O | -1 | -9 | 3 | 1.2 | 3 | -1 | 4 | 0 | -0.2
Cc1cc(C)cc(N(CC(=O)NC2CCCC2)C(=O)CCC(=O)Nc2cc(C)on2)c1 | 8 | 5 | 3 | -0.4 | -2 | -15 | -3 | 2 | 0.1
O=C(CSc1ccc(F)cc1)NC12CC3CC(CC(C3)C1)C2 | 10 | 20 | -5 | 0.3 | 1 | 1 | -7 | -3 | 0.0
COC(=O)[C@]1(C)N[C@H](CN(C)C(=O)NC(C)C)[C@@H]2C(=O)N(C)C(=O)[C@@H]21 | -3 | 28 | / | / | / | / | 2 | / | 0.0
CN1C2CCC1CC(NC(=O)c1cc(S(=O)(=O)N(C)C)c(Cl)cc1Cl)C2 (stereo not given) | 8 | 2 | -1 | -0.3 | / | / | 11 | / | 0.0
Cc1cccc(NS(=O)(=O)c2nnc(NC(=O)c3ccc(Cl)cc3)s2)c1 | 10 | 0 | 6 | 2.1 | 2 | 12 | -1 | -3 | -0.2
Cc1cccc(NC(=O)CNC(=O)CCc2nc3sc4c(c3c(=O)[nH]2)CCCC4)c1C | 7 | 9 | -1 | -1.3 | 32* | 42 | -4 | -4 | 0.0
CSCCC(NC(=O)c1ccccc1)C(=O)N(C)CC(=O)Nc1ccc(N2CCOCC2)cc1 (stereo not given) | -3 | -4 | -4 | 0.7 | 0 | -2 | 1 | -1 | -0.1
CCOc1cc(N2CCOCC2)c(OCC)cc1NC(=O)CN1C(=O)NC(Cc2ccccc2)C1=O (stereo not given) | -5 | 13 | -5 | -2.9 | 2 | -4 | -3 | 5 | 0.0
CCC1CCCCN1C(=O)c1ccc2nc(Cc3ccc(OC)cc3)oc2c1 (stereo not given) | 5 | 0 | -2 | 2.5 | -3 | 20 | 1 | 1 | 0.1

Continued.
SMILES | proCasp3 act | GASC-1 inh | PP1 inh | PP5 primary | TPT1 inh | HCV core dimer | procasp7 counter | CTSL1 counter | Efflux pump mplx
C=C(C)CSc1nc(N)c2c(C)c(C)sc2n1 | 17 | -3 | -2 | 1.1 | 0 | 7 | -4 | -3 | 0.0
CC(C)Cc1nnc(NS(=O)(=O)Cc2ccccc2)s1 | -3 | -32 | 2 | 2.7 | 3 | 7 | -14 | -8 | 9.0*
CCCn1c(=O)c(C(=O)NCC2CCCO2)c(O)c2ccccc21 (stereo not given) | 5 | -18 | -1 | 2.1 | 1 | 1 | -3 | -4 | 0.0
CCc1nn(-c2ccccc2)c(=S)c2ccccc12 | -4 | 2 | -1 | 4.5 | -1 | -3 | -5 | 0 | 0.1
CCC(C)NC(=O)c1ccc(CSCc2ccc(Cl)cc2)o1 (stereo not given) | -1 | -16 | 1 | 1.5 | -5 | -9 | -4 | 3 | 0.0
[O-][n+]1c2ccccc2c2n1CCN1CCOC21c1ccc(Cl)cc1 (stereo not given) | 3 | -1 | -2 | -1.6 | / | / | 11 | / | -0.1
N#CC1=C(N)C(C#N)(C#N)C(c2cccnc2)C2CN(C(=O)OCc3ccccc3)CC=C12 (stereo not given) | -1 | -8 | 5 | -0.4 | 6 | 9 | -10 | 13 | -0.1
O=[N+]([O-])c1ccc(-c2nn(-c3ccccc3)cc2/C=N/n2c(-c3cccs3)n[nH]c2=S)cc1 | -3 | 4 | -4 | -0.8 | -1 | 4 | 3 | -3 | -0.1
Cc1cc(C)c(C#N)c(SCC(=O)c2cccs2)n1 | -13 | -9 | 7 | -4.1 | 2 | -14 | -9 | 2 | 0.2
COc1ccc(C2=NO[C@@H]3C(=O)N(c4c(C)cccc4C)C(=O)[C@H]23)cc1OC | -4 | 21 | -1 | -0.4 | 1 | 1 | 13 | 0 | 0.0
COc1ccc(-n2c(N)c(-c3nc4ccccc4n3C)sc2=S)cc1 | -8 | 11 | -3 | 0.3 | -6 | 9 | -17 | 1 | -0.1
CCN(CC)c1ccc(NC(=S)NC(=O)C2CCC2)cc1 | -19 | -4 | 0 | 0.2 | 0 | 7 | -13 | 2 | 0.4
Cc1ccc2[nH]c(C(=O)N3CCCC(Nc4ccc(F)cc4)C3)cc2c1 (stereo not given) | -3 | 3 | 4 | 7.8 | 2 | -2 | 10 | -3 | 0.1
Cc1ccc(C(CC(=O)N2CCNCC2)c2ccccc2)c(O)c1C (stereo not given) | 9 | 5 | -3 | 2.7 | -1 | -4 | 0 | -8 | -0.3
Cc1ccn2c(NC(=O)C(C)(C)Oc3ccc(Cl)cc3)c(-c3cccs3)nc2c1 | 7 | -2 | 9 | 1.8 | -1 | 11 | -1 | 0 | -7.1
O=C(NCCc1ccccc1)C(=O)N/N=C/c1ccc2c(c1)OCO2 | -18 | -7 | -2 | 1.2 | -6 | 2 | 6 | 10 | -0.1
O=C(CCNC(=O)c1ccccc1Cl)Nc1cccc(S(=O)(=O)N2CCCC2)c1 | 8 | -6 | -1 | 0.7 | / | / | 2 | / | 0.2
O=C(Nc1ccccc1)Nc1nnc(SCc2ccc(Cl)cc2)s1 | 10 | 11 | 4 | 2.1 | 0 | 9 | 7 | 3 | 0.1
CCCCN(CC)S(=O)(=O)c1ccc(C(=O)Nc2nnc(-c3cccs3)o2)cc1 | 2 | 7 | 26* | 8.8 | 0 | 22 | -7 | 3 | 0.0
Cc1cc([N+](=O)[O-])ccc1NC(=O)CCC(=O)N1CCCCC1 | 4 | -1 | -4 | -0.2 | 0 | 5 | 11 | 2 | 0.1
Cc1csc(SCc2nc3scc(-c4ccccc4)c3c(=O)[nH]2)n1 | -9 | -11 | 0 | -2.2 | 13 | 17 | -8 | -8 | 0.6
c1ccc(-n2c(Cc3cn4ccsc4n3)nnc2N2CCOCC2)cc1 | 0 | -3 | -5 | -0.3 | 0 | 0 | 6 | 5 | -0.8
CCOC(=O)N1CCN(C(=O)CS(=O)(=O)c2cn(Cc3cccc(F)c3)c3ccccc23)CC1 | -1 | 8 | 1 | 2.9 | -1 | -6 | -2 | -13 | 0.0
Cc1[nH]c2ccccc2c1/C=C/c1nc2ccccc2c(=O)n1-c1cccc([N+](=O)[O-])c1 | -7 | 23 | -2 | -0.8 | 7 | 42 | 0 | 1 | 0.5
CCCC(=O)Nc1cnc(NC(=O)c2cccc(F)c2)cc1C | 1 | -9 | -4 | 0.9 | 1 | -5 | 15 | -3 | -0.1

Other results follow:
SMILES | proCasp3 act | GASC-1 inh | PP1 inh | PP5 primary | TPT1 inh | HCV core dimer | procasp7 counter | CTSL1 counter | Efflux pump mplx
O=C(Nc1ccc(F)cc1)N1CCCN(c2nccc(C(F)(F)F)n2)CC1 | 1 | 13 | -6 | 2.2 | -5 | 0 | -6 | -2 | 0.1
COc1ccc(N(C)C(=O)c2ccc3c(c2)nnn3C)cc1 | 6 | -3 | -4 | 0.0 | 4 | -1 | 11 | 1 | -0.1
CCN(CC)CCN(C(=O)C1=COCCO1)c1nc2c(OC)ccc(OC)c2s1 | 4 | -5 | 1 | 2.9 | -4 | -8 | 0 | 5 | -0.1
O=C(Nc1ccc(Cl)c(Cl)c1)Nc1ccc(Br)cc1F | 2 | 11 | 7 | 4.7 | -3 | -13 | -1 | -1 | -0.2
Cc1ccc(C)c(N2CCN(S(=O)(=O)c3c(C)noc3/C=C/N(C)C)CC2)c1 | -1 | -13 | 4 | -2.3 | 29* | 22 | -12 | -4 | 0.8*
O=[N+]([O-])c1ccccc1S(=O)(=O)N1CCN(Cc2ccccc2)CC1 | 7 | 5 | 4 | 0.4 | 0 | 5 | -2 | -2 | -0.3
